FAK inh: blocks human focal adhesion kinase activity. biochemical FAK kinase activity assay. Q05397. actives 0.84% (n = 97,000). inhibition, %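 (tested at 7 µM)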; in the data active = inhibition above about 19%;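 note: 0% = DMSO and 100% = reference compound high control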
Target sequence (Q05397 whole entry, looked up): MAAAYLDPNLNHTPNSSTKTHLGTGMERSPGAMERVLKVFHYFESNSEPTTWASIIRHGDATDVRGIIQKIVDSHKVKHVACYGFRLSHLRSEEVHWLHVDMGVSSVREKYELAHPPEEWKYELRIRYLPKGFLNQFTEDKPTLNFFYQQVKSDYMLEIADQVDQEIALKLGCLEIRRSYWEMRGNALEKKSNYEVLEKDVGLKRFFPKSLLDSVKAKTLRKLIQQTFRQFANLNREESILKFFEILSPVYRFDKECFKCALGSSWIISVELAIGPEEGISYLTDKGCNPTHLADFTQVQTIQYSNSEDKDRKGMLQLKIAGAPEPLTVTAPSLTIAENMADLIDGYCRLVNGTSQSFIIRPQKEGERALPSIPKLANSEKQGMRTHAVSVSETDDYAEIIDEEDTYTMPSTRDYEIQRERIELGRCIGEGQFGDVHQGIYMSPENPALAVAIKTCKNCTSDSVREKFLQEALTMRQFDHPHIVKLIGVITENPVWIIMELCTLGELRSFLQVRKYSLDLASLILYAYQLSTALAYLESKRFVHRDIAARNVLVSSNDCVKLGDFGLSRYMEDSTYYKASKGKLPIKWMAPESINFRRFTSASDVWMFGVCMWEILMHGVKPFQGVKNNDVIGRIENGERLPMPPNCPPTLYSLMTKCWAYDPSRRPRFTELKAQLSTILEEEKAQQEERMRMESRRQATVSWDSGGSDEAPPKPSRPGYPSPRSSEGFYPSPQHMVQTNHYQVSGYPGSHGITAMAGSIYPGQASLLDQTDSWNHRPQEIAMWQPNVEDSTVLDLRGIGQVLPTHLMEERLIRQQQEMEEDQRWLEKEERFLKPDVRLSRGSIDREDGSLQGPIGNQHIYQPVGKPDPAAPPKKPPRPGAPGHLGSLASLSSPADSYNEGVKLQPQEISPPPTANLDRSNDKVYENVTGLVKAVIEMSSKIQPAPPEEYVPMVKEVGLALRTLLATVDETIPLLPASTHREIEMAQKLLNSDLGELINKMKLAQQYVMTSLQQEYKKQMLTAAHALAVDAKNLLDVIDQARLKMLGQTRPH
E coli WT exp: E. coli BW25113 growth inhibition, expanded screen; OD600 absorbance; growth inhibition, % at 100 µM; actives 0.15% (n = 98,000);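 active = growth inhibition above about 50% at one test dose, limit read from the data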;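 note: growth measured after 20 h incubation at 37 °C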
PLAP activator: activators of human placental alkaline phosphatase; P05187; purified PLAP enzyme, luminescent substrate read-out; active compounds read high; activation fold at 20 µM; actives 1.2% (n = 96,000); AID 696; in the data active = activation fold above about 2
ERb SRC1 inh: blocks coactivator binding to human estrogen receptor beta. Q92731. TR-FRET ER-beta LBD / SRC1-Cy5 peptide binding; receptor agonist-loaded with 1 µM estradiol. actives 1.3% (n = 86,000). AID 633. inhibition, % at 25.6 µM;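 active = compounds whose percent inhibition of the receptor-coactivator binding signal exceeds about 50% in the single-dose screen, limit read from the data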;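 note: 0% = receptor plus peptide wells without compound and 100% = peptide-only wells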
Mac1 fbg enh: CD11b/CD18-fibrinogen binding enhancement; K562 CD11b/CD18 adhesion to fibrinogen, ATPlite luminescence; activation, % at 10 µM; actives 0.07% (n = 93,000); AID 1499;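 active = 10 µM primary screen giving 50% or more activity, confirmed by 40% or more on retest at that dose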; note: strong numbers were not always called active; reference of the scale not given here
Mac1 fbg inh: blocks human CD11b/CD18 adhesion to fibrinogen; P05107+P11215; K562 CD11b/CD18 adhesion to fibrinogen, ATPlite luminescence; Mn2+ added to activate the integrin; inhibition, % at 10 µM; actives 0.54% (n = 93,000); AID 1497;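 active = primary inhibition of 50% or more at 10 µM, then 40% or more on retest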; note: some results filed as inactive read as strong as hits
MT1-MMP txn act: activates MT1-MMP transcription. HT1080 MT1-MMP promoter luciferase reporter, luminescence, overnight; active compounds read high. activation factor at 10 µM. actives 0.16% (n = 86,000). AID 750;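 active = activation factor of at least 2 for MT1-MMP transcription at 10 µM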
ERa coact inh: ER-alpha (human) coactivator binding inhibition; actives 1.7% (n = 86,000); inhibition, % at 25.6 µM; AID 629; P03372; TR-FRET ER-alpha LBD / SRC-1 peptide, estradiol-bound; in the data active = inhibition above about 50%;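 note: 0% = receptor plus peptide control and 100% = peptide only without receptor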
ERa SRC1 pot: ER-alpha (human) coactivator binding potentiation; actives 1.3% (n = 86,000); P03372; coactivator binding (% of control), % at 25.6 µM; TR-FRET ERalpha-LBD/SRC-Cy5 coactivator binding, 2 h; 100 = basal binding, no effect; in the data active = activity above about 200%;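 note: binding measured in presence of low estradiol as agonist stimulus; 0% = peptide alone without receptor and 100% = receptor with peptide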
* = called active by the depositor; / = no result given; [ ] = another dose, or the depositor's remark.

SMILES	FAK inh	E coli WT exp	PLAP activator	ERb SRC1 inh	Mac1 fbg enh	Mac1 fbg inh	MT1-MMP txn act	ERa coact inh	ERa SRC1 pot
CC1CCCC(C)N1S(=O)(=O)c1ccc(NC(=O)c2ccccc2C(=O)N2CCOCC2)cc1 (stereo unspecified)	-10	-8	1	0[fluorescence artefact?]	8	-8	1.1	7	100
c1ccc2[nH]c(SCc3cscn3)nc2c1	0	4	1.6	8	1	-14	1.2	-30	113
N#CCCN(C(=O)Nc1ccc(Cl)cc1)c1ccccc1	1	4	1.1	-13	2	1	1.2	-8	109
O=C(O)COc1ccc(Cl)cc1CO	-7	-3	1.2	3	-2	-13	1.1	-4	87
CN1C(=O)N(c2ccccc2)C(Nc2nncs2)C1(C)C (stereo unspecified)	-8	7	0.9	-2[fluorescence artefact?]	1	3	1	3[fluorescence artefact?]	125[fluorescence artefact?]
Clc1cc(Cl)c2nc(N3CCCCC3)sc2c1	4	-8	1.2	-1	/	/	2.1*	-1	105
CCOC(=O)c1sc(NC(=O)/C=C/c2cnn(CC)c2C)c(C(=O)OCC)c1C	-2	-25	1.1	/	7	-1	/	/	/
CCC(C)NC(=O)Cn1c(=O)n(CCCCC(=O)NCc2ccco2)c(=O)c2ccccc21 (stereo unspecified)	-1	2	1.2	-17	0	-7	/	-5	145
CC12C(=O)N(c3ccccn3)C(=O)C1C1C=CC2C1 (stereo unspecified)	-2	-1	1	-10[fluorescence artefact?]	6	-1	1.1	-1[fluorescence artefact?]	111
CCOC(=O)C1CN(S(=O)(=O)c2ccc(C)cc2)CCN1S(=O)(=O)c1ccc(C)cc1 (stereo unspecified)	1	-7	1	-9[fluorescence artefact?]	2	-26	1.1	-23	105
COc1c(Cl)cc(-c2noc(C)c2C(=O)NC(C)C)cc1Cl	/	/	/	11[fluorescence artefact?]	/	/	1.2	8[fluorescence artefact?]	77
N#Cc1ccccc1NC(=O)COC(=O)c1ccc2c(c1)OCCO2	2	-1	0.8	1	0	9	1.3	-2	98
CCCCNC(=O)Nc1cc(C(F)(F)F)c[nH]c1=O	3	-6	1.2	16[fluorescence artefact?]	1	-9	1.1	19	114
Cc1oc(-c2cccc(Cl)c2)nc1CN1CCC(C(=O)NCCCN2CCCC2=O)CC1	0	7	1.6	-2	12	-1	1	2	96
CC(=O)c1cccc(-n2nnnc2SCC(=O)Nc2cccc(NC(=O)c3ccco3)c2)c1	-3	-9	1.5	10	1	-2	1.1	13	121[fluorescence artefact?]
O=C(CCN1CCCCC1)Nc1cccc(Cl)c1	1	4	1.1	-8	-2	9	1	-2	116
CCCSC(=O)N(CC)CC(=O)Nc1c(CC)cccc1CC	0	2	1	/	2	-16	/	/	/
COc1cc(Cl)c(S(=O)(=O)N2CC(C)OC(C)C2)cc1Cl (stereo unspecified)	-1	-6	1.6	4	0	1	1.1	-3	113
COc1ccccc1NC(=O)c1oc2ccc(C)cc2c1C	-1	6	1	12[fluorescence artefact?]	-3	11	1.4	4[fluorescence artefact?]	100
Cc1sc2ncnc(SCC(=O)N3CCCC3)c2c1C	1	1	1.1	25	2	-2	1.1	12	111[fluorescence artefact?]

3 records drawn at random from those above, as already listed:
SMILES	FAK inh	E coli WT exp	PLAP activator	ERb SRC1 inh	Mac1 fbg enh	Mac1 fbg inh	MT1-MMP txn act	ERa coact inh	ERa SRC1 pot
CCOC(=O)c1sc(NC(=O)/C=C/c2cnn(CC)c2C)c(C(=O)OCC)c1C	-2	-25	1.1	/	7	-1	/	/	/
CC1CCCC(C)N1S(=O)(=O)c1ccc(NC(=O)c2ccccc2C(=O)N2CCOCC2)cc1 (stereo unspecified)	-10	-8	1	0[fluorescence artefact?]	8	-8	1.1	7	100
CCC(C)NC(=O)Cn1c(=O)n(CCCCC(=O)NCc2ccco2)c(=O)c2ccccc21 (stereo unspecified)	-1	2	1.2	-17	0	-7	/	-5	145

Further compounds follow.
SMILES	FAK inh	E coli WT exp	PLAP activator	ERb SRC1 inh	Mac1 fbg enh	Mac1 fbg inh	MT1-MMP txn act	ERa coact inh	ERa SRC1 pot
CCCn1nc(NC(=O)c2ccncc2)c2cc3ccccc3nc21	1	2	1.1	-2	-3	6	1.1	3	124[fluorescence artefact?]
CCN(CC)CCNc1nc(-c2ccccc2)c2c(c1C#N)CC(C)(C)OC2	2	-3	1.4	-2	-4	-13	1.1	-3	100
CCc1ccc2[nH]c(=O)c(CN(CCCN3CCOCC3)C(=O)Nc3cccc(Cl)c3)cc2c1	-1	4	1.5	-13	-2	-4	1.2	0	89
Cc1cc(NC(CC(C)C)C(=O)O)nc(Cc2ccccc2)n1 (stereo unspecified)	0	-3	1.2	/	3	2	0.9	/	/
Clc1ccccc1-c1nn2c(Cn3cnc4ccccc43)nnc2s1	0	-13	1.1	13	-1	6	1	0	73
O=S(=O)(Nc1nc2ccccc2[nH]1)c1ccc(Cl)cc1	12	-4	1	-5	-6	-6	1.2	-2	102
COc1ccc(Nc2nc(N)nc(CSc3nccc(C)n3)n2)cc1	2	-2	0.8	-22	-1	-3	1.3	-19	110
COc1cc2c(C(=O)NCCCOC(C)C)cn(CC(C)C)c(=O)c2cc1OC	0	8	1.4	-13	-2	2	0.9	-2	100
O=C(NC1(C(F)(F)F)NC(=O)N(Cc2ccccc2)C1=O)c1cccs1 (stereo unspecified)	0	/	/	-5	/	/	1.1	-3	101
COc1ccc(-c2cccc(C(=O)Nc3ccc(OC)c(OC)c3)c2)cc1	-2	-13	0.9	/	-2	0	/	/	/
Cc1nc(SCC(=O)NCCc2ccccc2)nc(C)c1C	0	-3	0.8	-8	-3	9	/	-2	149
CC(=O)c1ccc(Nc2ncnc3c2oc2ccccc23)cc1	10	-9	1	46[fluorescence artefact?]	4	-3	1.3	45[fluorescence artefact?]	346*[fluorescence artefact?]
CCOC(=O)C1=C(c2ccccc2)N(C)C(=O)NC1c1ccc(OC(F)F)c(OC)c1 (stereo unspecified)	6	-4	1.2	-3	2	-14	1.2	-4	109
Cc1cc(C)cc(Oc2ccc(C(F)(F)F)cc2C#N)c1	2	4	0.6	-15	1	-14	1	2	93
Cc1cccc(NCc2cc(Cl)cc(Cl)c2O)n1	8	/	/	-27	/	/	1.2	-15	72
CC(=O)NCc1nc2ccccc2n1Cc1ccccc1C	-6	-2	1	8	3	-39	1.2	6	87
Cn1c(NCCc2ccccc2)cc(=O)n(C)c1=O	2	-2	1.2	/	-4	4	1.1	/	/
COc1ccc(Nc2ncccc2C(=O)NCc2ccccc2)cc1	1	-1	1.2	-9	-5	-2	1	-4	112
COc1ccc(Nc2ncnc3c2cnn3-c2ccccc2)cc1OC	1	-5	0.9	-3	6	-11	1	-3	97
N#CCCNc1ccc(OCCC#N)cc1	0	2	1	2	-7	0	1.1	-13	111

(more compounds)
SMILES	FAK inh	E coli WT exp	PLAP activator	ERb SRC1 inh	Mac1 fbg enh	Mac1 fbg inh	MT1-MMP txn act	ERa coact inh	ERa SRC1 pot
COC(=O)CCCCC(=O)C1C(=O)CC(C)(C)C(C(=O)OC)C1=O (stereo unspecified)	-1	-8	0.8	-3[fluorescence artefact?]	-4	-5	1	-5	153
O=c1cc(CSc2ccc(Cl)cc2)nc2nc[nH]n12	/	-16	1.1	4	3	0	1	0	100
CCSc1nnc(NC(=O)C2CCCN(S(=O)(=O)c3cnc[nH]3)C2)s1 (stereo unspecified)	0	8	1	-9	-4	8	1	3	117[fluorescence artefact?]
Cn1c(SC/C=C/c2ccccc2)nnc1-c1ccco1	4	5	/	-7	/	/	1.1	-29	104
Cc1oc2c(CN3CCOCC3)c(O)ccc2c(=O)c1-c1ccccc1	1	1	1.2	-4	1	-20	1.2	-7	120
CCCCCc1nc2ccccc2c(=O)n1N	1	-7	0.7	-3	-2	14	1.2	-5	108
CCN1C(=O)/C(=C2/Sc3ccccc3N2CCCS(=O)(=O)O)SC1=S	-6	-6	1.1	4	-5	1	1.2	0	68[fluorescence artefact?]
O=C1C=C(N2CCN(C3=CC(=O)CCC3)CC2)CCC1	/	-7	0.8	0	-1	-6	0.9	8	106
N#CC1=C(N)Oc2n[nH]c(-c3cccs3)c2C1c1cccnc1 (stereo unspecified)	1	-5	1.6	0	2	14	1.1	-9	98
COc1ccc(N2CCN(C(=O)COc3ccccc3)CC2)cc1	-1	-1	1.1	2	1	-9	1.2	3	138
CC1(C(=O)O)Sc2[nH]c(=O)sc2C2c3ccccc3OC(=O)C21 (stereo unspecified)	/	3	0.9	14	-1	-2	1.4	-4	107
O=C(Nc1ccc2c(c1)OCO2)C1CCN(C(=O)CSc2ncnc3ccccc23)CC1	14	/	1.2	46[fluorescence artefact?]	3	-12	1.2	55*[fluorescence artefact?]	60[fluorescence artefact?]
COc1ccc(C(=O)CC(=O)O)c2c1C=CC(C)(C)O2	-9	3	0.9	/	-4	-2	1.1	/	/
CCOCCCNC(=O)C(c1ccc(C)cc1)N1CCOCC1 (stereo unspecified)	/	2	1.4	-11[fluorescence artefact?]	1	0	1.1	-3	86[fluorescence artefact?]
Cc1ccc([N+](=O)[O-])cc1/C=N/Nc1nnnn1-c1ccccc1	-2	-2	0.8	/	7	1	/	/	/
COc1ccc(/C(N)=N/OC(=O)Oc2ccccc2)cc1	0	-14	1	3[fluorescence artefact?]	-9	4	1.2	7[fluorescence artefact?]	102
CCN1CCN(CCNC(=O)CS(=O)(=O)Cc2nc(-c3ccc(C)cc3)oc2C)CC1	-3	2	1.6	0	4	-11	1	-1	118[fluorescence artefact?]
Cc1onc(-c2ccccc2)c1C(=O)N1CCOCC1	3	7	1	-4	5	0	1.2	-1	75
CCCS(=O)(=O)N1CCC(C(=O)NCCc2ccccc2)CC1	-2	6	0.9	/	-4	-1	1.1	/	/
CC1CCN(C(=O)CN2C(=O)c3ccccc3S2(=O)=O)CC1	0	-3	1.1	1	2	2	1.6	-8	118[fluorescence artefact?]

The listing continues:
SMILES	FAK inh	E coli WT exp	PLAP activator	ERb SRC1 inh	Mac1 fbg enh	Mac1 fbg inh	MT1-MMP txn act	ERa coact inh	ERa SRC1 pot
CCOC(=O)Nc1ccc(NS(=O)(=O)c2ccc(C)cc2)cc1	0	11	1.1	-6	0	6	0.9	-4	102
CCc1nc(SCC(=O)N2CC(=O)Nc3ccccc32)c2c(C)c(C)sc2n1	12	-2	1	/	-4	1	/	/	/
COc1ccc(N2Nc3n[nH]c(N)c3N2)cc1	4	/	/	-8	/	/	1.5	-18[fluorescence artefact?]	105
CCCCOc1cccc(-c2nnc(N)s2)c1	1	7	0.9	1	8	-22	1.3	-11	118
CC(C)N(C1=N/C(=C\c2ccco2)C(=O)N1c1ccccc1)C(C)C	1	-10	1.1	/	-3	4	/	/	/
CCOC(=O)c1cnc(-n2nc(C)cc2C)nc1N(CC)CC	/	-3	1.2	-3	0	-17	1.1	-2	90[fluorescence artefact?]
CC1CCCCN1C(=O)C12CCC(C)(C(=O)C1)C2(C)C (stereo unspecified)	1	1	1.3	/	-1	10	1.1	/	/
C=CCNC(=O)C1CCN(S(=O)(=O)c2ccccc2)CC1	2	8	1.1	-11	2	-32	1.2	1	105
COC(=O)C(O)(CC(=O)Nc1ccc(Cl)cc1F)C(F)(F)F (stereo unspecified)	-1	2	0.9	-8	-1	1	1.1	-7	113
CC(C)OCCCn1c(-c2ccco2)nc2nc3ccccc3nc21	-1	8	1.2	/	6	38	1.3	/	/
COc1cc(NC(=O)CSc2nnc3n2C(C)(C)Cc2ccccc2-3)cc(OC)c1	-2	-13	0.8	13	1	-9	0.8	-1	107
CCOC(=O)N1CCC(NC(=O)CCc2c(C)nc3c(c(C)nn3C(C)(C)C)c2C)CC1	-7	-2	1.6	-3	2	-5	1.1	-7	107
COC(=O)c1ccc(N2C(=O)CC(Sc3n[nH]c(C)n3)C2=O)cc1 (stereo unspecified)	-4	2	1.6	4	1	-15	1.1	-8	119
CCOc1ccc2c(c1)n(CO)c(=S)n2CO	-5	10	2.3*	-7[fluorescence artefact?]	/	/	1.2	2[fluorescence artefact?]	94

Copied from the list:
In E coli WT exp, COC(=O)CCCCC(=O)C1C(=O)CC(C)(C)C(C(=O)OC)C1=O (stereo unspecified) has the entry -8
In Mac1 fbg inh, COC(=O)c1ccc(N2C(=O)CC(Sc3n[nH]c(C)n3)C2=O)cc1 (stereo unspecified) has the entry -15

From PubChem
